Assay outcomes as filed in PubChem BioAssay.
WT yeast gro inh: growth inhibition of WT yeast, mitochondrial fusion screen; mitochondrial fusion phenotypic screen, WT strain; inhibition, % at 10 µM; 190,000 tested, 2.1% active; AID 1362; in the data active = inhibition above about 58%; tested in S. cerevisiae
b-catenin transl: beta-catenin nuclear translocation modulation. nuclear translocation activity, % at 5 µM. HeLa beta-catenin nuclear translocation, immunofluorescence imaging. 190,000 tested, 0.3% active. AID 1665;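 active = nuclear translocation activity above 50% at 5 µM, with a well cell count of 50 or more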;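 also: per-cell ratio of nuclear to cytoplasmic median beta-catenin stain intensity; plate controls were DMSO negative control for no effect and GSK-3 inhibitor IX positive control for full effect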
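Signal – beta-catenin immunofluorescence imaging with DAPI · Test system – human HeLa cell line · Dosing – 5 µM primary single dose, 0.1% DMSO, 0.02–20 µM confirmation series · Measure – % activation, nuclear-to-cytoplasmic median beta-catenin signal ratio per cell · Incubation – 24 h compound exposure at 37°C, 5% CO2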
XIAP antagonists: XIAP antagonists, biochemical, IAP family, fluorescence polarization (AID 1018). 200,000 tested, 0.007% active. XIAP BIR domain, fluorescence polarization peptide displacement; higher % means a stronger effect. displacement, % at 20 µM; hits with a dose series show IC50 in µM; in the data active = displacement above about 50%; also: a part of the inactive calls stands beside numbers as strong as those of hits
Autophagy mod: modulators of autophagy. MEF GFP-LC3 puncta imaging; test concentration mostly 10 µM. calls only at 10 µM (by protocol). 190,000 tested, 0.98% active. AID 463193;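 active = percentage of spot-positive cells more than 3 SD above its plate mean, without a fluorescence outlier flag or 80% toxicity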;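 also: spot-positive cell cutoff set from DMSO-treated cells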
Ins promoter up: MIN6 insulin promoter up-regulation; MIN6 insulin promoter-GFP reporter, high-content imaging; stronger effect = higher value; z-score at 5 µM; 190,000 tested, 0.3% active; AID 1625;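 active = z-score above 3 at 5 µM with at least 500 cells counted in the well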
Dynein cargo inh: dynein cargo transport inhibition. z-score, hits read low. 3617.4 mouse cells, GR-EGFP nuclear translocation imaging; test concentration mostly 20 µM; stimulated with dexamethasone, 1 µM; stronger effect = lower value. 220,000 tested, 0.47% active;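 active = plate z-score of nuclear minus cytoplasmic receptor signal below a set negative limit, without overly bright fluorescence or cell loss, cut at about -3.5 in these data, passing the limit was not always enough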;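 also: z-score of nuclear minus cytoplasmic ring GR-EGFP intensity difference per well; some compounds called inactive have numbers as strong as hits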
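Also added – dexamethasone, 1.0 µM final · Buffer or medium – tet-free, stripped-serum medium · Schedule – induction 48 h, compound 1 h, agonist 30 min · Detection – formaldehyde fixation, Hoechst nuclear stain, 10x automated fluorescence imaging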
MT stabilizer: microtubule stabilization, imaging screen; HeLa tubulin immunostaining HCS, 24 h; share of cells brighter than vehicle mean+2SD; % tubulin-high responders, % at 10 µM; 200,000 tested, 0.83% active;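 active = plate Z-score above 3 for both tubulin-high and condensed-nucleus cell shares, with cell loss under 80%, at 10 µM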;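 also: anti alpha tubulin signal scored within the nucleus-defined area of each cell; some results filed as inactive read as strong as hits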
Hep lipid drop: hepatic lipid droplet formation modulation. AML12 mouse hepatocytes, oleate lipid droplets, BODIPY imaging. inhibition, % at 6.5 µM. 240,000 tested, 0.4% active. AID 1656;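 active = lipid droplet intensity inhibited by at least 50%, with more than 500 cells counted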
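Assay system: AML12 mouse liver cells | Compound: 6.5 µM single-point dosing | Schedule: Overnight exposure | Technique: Fluorescence imaging, 20x objective, two fields per well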
CSM14.1 death rescue: rescue of cells from ER stress-induced death, primary screen, 384-well, CSM14.1, thapsigargin, ATP luminescence (AID 1222). CSM14.1 thapsigargin-induced death rescue, ATP luminescence; higher % means a stronger effect. cellular ATP content (survival), % at 20 µM, or EC50 in µM where a hit was titrated. 190,000 tested, under 10 active;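 active = EC50 below 50 µM in the dose-response confirmation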;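 also: death triggered by thapsigargin at about 15 µM added after 2 h compound pretreatment; cell ATP read after overnight thapsigargin exposure of roughly 18 to 22 hours; normalized against plate controls of thapsigargin alone and 5% DMSO vehicle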
WT yeast gro inh mutant strain: further read-out of WT yeast gro inh, marked with its call; inhibition, %; mitochondrial fusion phenotypic screen, mutant strain inhibition
Dynein cargo inh cytoplasmic EGFP: further read-out of Dynein cargo inh, marked with its call; z-score; measured here: cytoplasmic GR-EGFP intensity; stronger effect = higher value
Dynein cargo inh nuclear GR-EGFP: further read-out of Dynein cargo inh, marked with its call; z-score; measured here: nuclear GR-EGFP intensity;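 lower value marks the stronger effect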
Dynein cargo inh cell count: second read-out of Dynein cargo inh, no call of its own (marks repeat the call); z-score; measured here: cell count per field
Ins promoter up cell count: also measured in Ins promoter up; calls as there; cell count; measured here: cytotoxicity, nuclei count;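 total cells summed across four imaged fields per well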
Hep lipid drop cells 6.5 µM: also measured in Hep lipid drop; calls as there; cell count; measured here: cell count, cytotoxicity flag;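 cells counted across two imaged fields per well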
b-catenin transl cell count 5 µM: further read-out of b-catenin transl, marked with its call; cell count; measured here: cell count, cytotoxicity flag
MT stabilizer Hoechst-high %: recorded beside MT stabilizer, whose call it bears; % Hoechst-high responders; measured here: nuclear condensation Hoechst responders;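 share of cells brighter than vehicle mean plus two SD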
MT stabilizer cytotoxicity %: recorded beside MT stabilizer, whose call it bears; toxicity, %; measured here: cytotoxicity by cell density;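 0% = mean cell density of plate MIN control wells and 100% = no cells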
Autophagy mod cell loss 18 h: recorded beside Autophagy mod, whose call it bears; toxicity, %; measured here: cell loss, nuclei count;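 cell loss after 18 h compound exposure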
Numbers without * were called inactive.

CCN(CC)S(=O)(=O)c1ccc(N2CCCCC2)c(NC(=O)/C(C#N)=C/c2ccc(OC)cc2)c1 was read as WT yeast gro inh 19, b-catenin transl -2.8, XIAP antagonists -3.8%, Autophagy mod inactive, Ins promoter up 0.07, Dynein cargo inh 0.93, MT stabilizer 4.2, Hep lipid drop 8, CSM14.1 death rescue -0.3%, WT yeast gro inh mutant strain 5, Dynein cargo inh cytoplasmic EGFP -0.22, Dynein cargo inh nuclear GR-EGFP 0.25, Dynein cargo inh cell count -1.2, Ins promoter up cell count 1414, Hep lipid drop cells 6.5 µM 691, b-catenin transl cell count 5 µM 550, MT stabilizer Hoechst-high % 1.5, MT stabilizer cytotoxicity % 4.2 and Autophagy mod cell loss 18 h 8.
For O=C(CN1CCN(c2ccccc2F)CC1)c1c[nH]c2ccccc12 the results were WT yeast gro inh -12, b-catenin transl -1.5, XIAP antagonists -4.1%, Autophagy mod inactive, Ins promoter up -0.57, Dynein cargo inh 0.27, MT stabilizer 3.2, CSM14.1 death rescue -0.9%, WT yeast gro inh mutant strain -12, Dynein cargo inh cytoplasmic EGFP 0.037, Dynein cargo inh nuclear GR-EGFP 0.55, Dynein cargo inh cell count -0.12, Ins promoter up cell count 1491, b-catenin transl cell count 5 µM 1040, MT stabilizer Hoechst-high % 1.3, MT stabilizer cytotoxicity % 2.8 and Autophagy mod cell loss 18 h 6.
`COc1ccc(CNc2nc3ccccc3n2CCN2CCCCC2)c(OC)c1` gave WT yeast gro inh -24, b-catenin transl -3.1, XIAP antagonists -2.8%, Autophagy mod inactive, Ins promoter up -2.2, Dynein cargo inh -0.15, MT stabilizer 6.5, CSM14.1 death rescue 1.2%, WT yeast gro inh mutant strain -6, Dynein cargo inh cytoplasmic EGFP -0.2, Dynein cargo inh nuclear GR-EGFP 0.23, Dynein cargo inh cell count -0.11, Ins promoter up cell count 910, b-catenin transl cell count 5 µM 875, MT stabilizer Hoechst-high % 3.0, MT stabilizer cytotoxicity % 7.0 and Autophagy mod cell loss 18 h 8.
For CCOc1ccc(CN(C(=O)c2cc3ccccc3oc2=O)C2CC2)cc1 the results were WT yeast gro inh -10, b-catenin transl -3.0, XIAP antagonists -8.3%, Autophagy mod inactive, Ins promoter up -0.02, Dynein cargo inh -0.77, MT stabilizer 3.9, Hep lipid drop -19, CSM14.1 death rescue 3.1%, WT yeast gro inh mutant strain -3, Dynein cargo inh cytoplasmic EGFP -0.25, Dynein cargo inh nuclear GR-EGFP -0.41, Dynein cargo inh cell count -0.27, Ins promoter up cell count 1105, Hep lipid drop cells 6.5 µM 715, b-catenin transl cell count 5 µM 1184, MT stabilizer Hoechst-high % 1.8, MT stabilizer cytotoxicity % 5.1 and Autophagy mod cell loss 18 h -1.
For COc1cccc(/C=C/C(=O)OCC(=O)N2c3ccccc3NC(=O)C2(C)C)c1 the results were WT yeast gro inh 0, b-catenin transl -1.5, XIAP antagonists -5.3%, Autophagy mod inactive, Ins promoter up -0.06, Dynein cargo inh 0.53, MT stabilizer 5.4, Hep lipid drop 4, CSM14.1 death rescue -3.5%, WT yeast gro inh mutant strain 1, Dynein cargo inh cytoplasmic EGFP -0.26, Dynein cargo inh nuclear GR-EGFP 0.38, Dynein cargo inh cell count -0.79, Ins promoter up cell count 1422, Hep lipid drop cells 6.5 µM 660, b-catenin transl cell count 5 µM 1138, MT stabilizer Hoechst-high % 3.7, MT stabilizer cytotoxicity % 11 and Autophagy mod cell loss 18 h 9.
`CNC(=O)C12CC3CC(CC(Cl)(C3)C1)C2` gave WT yeast gro inh 2, b-catenin transl -0.1, XIAP antagonists -0.4%, Autophagy mod inactive, Ins promoter up 0.3, Dynein cargo inh 0.47, MT stabilizer 1.9, Hep lipid drop 14, CSM14.1 death rescue 0.0%, WT yeast gro inh mutant strain 2, Dynein cargo inh cytoplasmic EGFP -0.24, Dynein cargo inh nuclear GR-EGFP 0.41, Dynein cargo inh cell count -0.78, Ins promoter up cell count 1472, Hep lipid drop cells 6.5 µM 687, b-catenin transl cell count 5 µM 1077, MT stabilizer Hoechst-high % 2.6, MT stabilizer cytotoxicity % 10 and Autophagy mod cell loss 18 h 7.
`CN(C)c1ccc(-n2cccc2)cc1` gave b-catenin transl 0.9, Ins promoter up 0.19, Dynein cargo inh 0.23, Hep lipid drop -17, Dynein cargo inh cytoplasmic EGFP -0.19, Dynein cargo inh nuclear GR-EGFP 0.2, Dynein cargo inh cell count -0.88, Ins promoter up cell count 1025, Hep lipid drop cells 6.5 µM 711 and b-catenin transl cell count 5 µM 1288.
Cc1ccccc1C(=O)NNC(=O)CCC(=O)Nc1cccc(Cl)c1C was read as WT yeast gro inh -16, b-catenin transl -3.5, XIAP antagonists -0.4%, Autophagy mod inactive, Ins promoter up -0.11, Dynein cargo inh -0.44, MT stabilizer 5.3, Hep lipid drop -1, CSM14.1 death rescue -1.0%, WT yeast gro inh mutant strain 3, Dynein cargo inh cytoplasmic EGFP -0.24, Dynein cargo inh nuclear GR-EGFP 0.13, Dynein cargo inh cell count 0.22, Ins promoter up cell count 1486, Hep lipid drop cells 6.5 µM 634, b-catenin transl cell count 5 µM 1072, MT stabilizer Hoechst-high % 3.5, MT stabilizer cytotoxicity % 3.4 and Autophagy mod cell loss 18 h 10.
For COc1ccc(/C=N/NC(=O)c2cccnc2)cc1CN1CCCc2ccccc21 the results were WT yeast gro inh 7, b-catenin transl 2.6, XIAP antagonists -2.3%, Autophagy mod inactive, Ins promoter up 0.56, Dynein cargo inh 0.65, MT stabilizer 3.3, Hep lipid drop -26, CSM14.1 death rescue -5.5%, WT yeast gro inh mutant strain 8, Dynein cargo inh cytoplasmic EGFP -0.25, Dynein cargo inh nuclear GR-EGFP 0.24, Dynein cargo inh cell count -0.22, Ins promoter up cell count 1094, Hep lipid drop cells 6.5 µM 618, b-catenin transl cell count 5 µM 1041, MT stabilizer Hoechst-high % 0.9, MT stabilizer cytotoxicity % 4.9 and Autophagy mod cell loss 18 h 16.
Screening COc1ccc(NC(=O)CN2CCN(c3ccccc3)CC2)cc1 returned WT yeast gro inh -2, b-catenin transl 2.9, XIAP antagonists -2.1%, Autophagy mod inactive, Ins promoter up -0.83, Dynein cargo inh 0.62, MT stabilizer 1.8, Hep lipid drop 0, CSM14.1 death rescue 0.3%, WT yeast gro inh mutant strain 6, Dynein cargo inh cytoplasmic EGFP -0.29, Dynein cargo inh nuclear GR-EGFP 0.54, Dynein cargo inh cell count -0.66, Ins promoter up cell count 1496, Hep lipid drop cells 6.5 µM 694, b-catenin transl cell count 5 µM 1095, MT stabilizer Hoechst-high % 0.7, MT stabilizer cytotoxicity % 7.1 and Autophagy mod cell loss 18 h 22.
COc1ccccc1-c1c(-c2ccc(O)cc2O)n[nH]c1C(F)(F)F was read as b-catenin transl 1.6, Ins promoter up -1.7, Dynein cargo inh -0.47, Hep lipid drop -29, Dynein cargo inh cytoplasmic EGFP -0.26, Dynein cargo inh nuclear GR-EGFP -0.63, Dynein cargo inh cell count 1.2, Ins promoter up cell count 677, Hep lipid drop cells 6.5 µM 660 and b-catenin transl cell count 5 µM 1306.
Screening O=C(CSc1oc(-c2ccc(F)cc2)nc1S(=O)(=O)c1ccccc1)NCC1CCCO1 (stereo not drawn) returned WT yeast gro inh 5, b-catenin transl -0.4, XIAP antagonists -4.5%, Autophagy mod inactive, Ins promoter up 0.45, Dynein cargo inh -0.88, MT stabilizer 1.3, Hep lipid drop -8, CSM14.1 death rescue -0.7%, WT yeast gro inh mutant strain 4, Dynein cargo inh cytoplasmic EGFP -0.25, Dynein cargo inh nuclear GR-EGFP -0.25, Dynein cargo inh cell count -0.45, Ins promoter up cell count 1229, Hep lipid drop cells 6.5 µM 656, b-catenin transl cell count 5 µM 1072, MT stabilizer Hoechst-high % 2.8, MT stabilizer cytotoxicity % 7.1 and Autophagy mod cell loss 18 h -7.
Screening COc1ccc(C2CC2/C(=N/OC(=O)c2cccs2)c2ccccc2)cc1 (stereo not drawn) returned WT yeast gro inh 37, b-catenin transl -2.3, XIAP antagonists -2.8%, Autophagy mod inactive, Ins promoter up -0.78, Dynein cargo inh 1.3, MT stabilizer 0.8, Hep lipid drop -8, CSM14.1 death rescue -1.2%, WT yeast gro inh mutant strain 29, Dynein cargo inh cytoplasmic EGFP -0.24, Dynein cargo inh nuclear GR-EGFP 0.53, Dynein cargo inh cell count -0.69, Ins promoter up cell count 912, Hep lipid drop cells 6.5 µM 669, b-catenin transl cell count 5 µM 1210, MT stabilizer Hoechst-high % 1.9, MT stabilizer cytotoxicity % 8.2 and Autophagy mod cell loss 18 h 8.
For Cc1c(N2C(=O)/C(=C3\C(=O)N(CC(=O)O)c4ccccc43)SC2=S)c(=O)n(-c2ccccc2)n1C the results were b-catenin transl 0.1, Ins promoter up 1.1, Dynein cargo inh -2, Hep lipid drop 0, Dynein cargo inh cytoplasmic EGFP 0.06, Dynein cargo inh nuclear GR-EGFP -1.2, Dynein cargo inh cell count 1.2, Ins promoter up cell count 1130, Hep lipid drop cells 6.5 µM 733 and b-catenin transl cell count 5 µM 1259.
